Screens (PubChem)
INS-1E rescue: preserves ATP levels in cytokine-treated INS-1E cells. INS-1E cytokine-induced death, ATP luminescence, 48 h; normalised: neutral wells 0, positive control 100. protection from cytokine-induced ATP loss, % at 10 µM. 20,000 compounds, 0.1% hits. AID 488910;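 active means mean replicate protection from cytokine-induced ATP loss at least 50% and at least 75% of replicates each reaching 50%; inconclusive means meets only one of the two criteria, mean or replicate share; inactive means fails both the mean and replicate share criteria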
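Assay system: INS-1E rat insulinoma cells. Amount: 8000 cells per well. Medium: phenol-red-free RPMI with 5% fetal bovine serum. Reagent: IL-1β, TNF-α and IFN-γ cytokine mix. Doses: one compound concentration, pin transfer. Schedule: 48 h co-treatment, 10 min post-lysis read. Detection: CellTiter-Glo luminescence measuring cellular ATP.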
T cruzi intra: intracellular Trypanosoma cruzi inhibition; intracellular Trypanosoma cruzi in host cells, plate reader; activity score (inhibition), % at 5.01 µM; 22,000 compounds, 4.9% hits; AID 651903; in the data active means activity score above about 55%; inconclusive means no clear call, values can overlap the other calls;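 further: parasites and compound incubated about four days before reading; 0% = median of neutral control wells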
The depositor's hits bear a star; ? = inconclusive; . = no result given. Compounds were not picked by outcome (roughly 5.3% active in at least one column).

SMILES | INS-1E rescue | T cruzi intra
C[C@H](CO)N1C[C@H](C)[C@H](CN(C)C(=O)Nc2ccc3c(c2)OCO3)Oc2c(NC(=O)c3cnccn3)cccc2C1=O | 10 | -12
COc1ccc(NC(=O)Nc2ccc3c(c2)C(=O)N([C@@H](C)CO)C[C@@H](C)[C@H](CN(C)C(=O)Nc2ccc(OC)cc2)O3)cc1 | 3 | -3
Cc1noc(C)c1NC(=O)Nc1ccc2c(c1)CC(=O)N([C@H](C)CO)C[C@@H](C)[C@@H](CN(C)C(=O)Nc1cccc3ccccc13)O2 | 6 | -4
C[C@H](CO)N1C[C@H](C)[C@H](CN(C)C(=O)Nc2cccc3ccccc23)Oc2ccc(NC(=O)Nc3ccc4c(c3)OCO4)cc2CC1=O | 4 | 15
C[C@@H]1CN([C@H](C)CO)C(=O)c2cccc(NC(=O)Nc3ccccc3)c2O[C@@H]1CN(C)S(=O)(=O)c1ccc(Cl)cc1 | -21 | 0
C[C@@H]1CN([C@@H](C)CO)C(=O)c2cccc(NC(=O)Nc3ccc4c(c3)OCO4)c2O[C@@H]1CN(C)Cc1ccc2c(c1)OCO2 | -2 | -85
Cc1cccc(S(=O)(=O)N(C)C[C@H]2OCc3cn(nn3)CCCC(=O)N([C@H](C)CO)C[C@H]2C)c1 | . | 0
C[C@@H]1CN([C@@H](C)CO)C(=O)c2cc(NC(=O)C3CC3)ccc2O[C@@H]1CN(C)Cc1ccc(C(=O)O)cc1 | -1 | -11
C[C@@H]1CN([C@H](C)CO)C(=O)c2cccc(NS(=O)(=O)c3cn(C)cn3)c2O[C@H]1CN(C)Cc1ccc(-c2ccccc2)cc1 | 2 | -23
CC(C)NC(=O)N(C)C[C@H]1Oc2ccc(NC(=O)CCC(F)(F)F)cc2CC(=O)N([C@@H](C)CO)C[C@H]1C | 15 | -28
C[C@@H](O)[C@@H](O)[C@@H](O)C/C=N/NC(=O)CCCCCC(=O)Nc1ccccc1O | -9 | -20
C[C@@H]1CN([C@H](C)CO)C(=O)c2cc(NC(=O)Cn3cnnn3)ccc2O[C@@H]1CN(C)S(=O)(=O)c1cccs1 | 12 | 9
COc1ccc(S(=O)(=O)N(C)C[C@@H]2Oc3ccc(NC(=O)NC4CCCCC4)cc3C(=O)N([C@H](C)CO)C[C@@H]2C)cc1 | -6 | 11
C[C@@H]1CN([C@@H](C)CO)C(=O)c2cc(NC(=O)Cc3ccccc3)ccc2O[C@@H]1CN(C)Cc1ccc(C(F)(F)F)cc1 | . | 0
C[C@@H]1CN([C@@H](C)CO)C(=O)c2cc(NS(C)(=O)=O)ccc2O[C@H]1CN(C)Cc1ccc(C(F)(F)F)cc1 | 1 | 18
C[C@@H]1CN([C@H](C)CO)C(=O)Cc2cc(NC(=O)Nc3ccc(C(F)(F)F)cc3)ccc2O[C@@H]1CN(C)S(C)(=O)=O | 1 | 11
Cc1noc(C)c1NC(=O)Nc1ccc2c(c1)C(=O)N([C@H](C)CO)C[C@H](C)[C@H](CN(C)S(C)(=O)=O)OCCCC[C@@H](C)O2 | 9 | -25
C[C@@H]1CN([C@@H](C)CO)C(=O)c2cc(NC(=O)Cn3cnnn3)ccc2O[C@@H]1CN(C)C(=O)NC1CCCCC1 | 3 | -10
C[C@H]1CN([C@@H](C)CO)C(=O)Cc2cc(NS(=O)(=O)c3ccc(Cl)cc3)ccc2O[C@@H]1CN(C)S(=O)(=O)c1cccs1 | 12 | -33
C[C@H]1CN([C@@H](C)CO)C(=O)Cc2cc(NS(=O)(=O)c3cn(C)cn3)ccc2O[C@H]1CN(C)C | 4 | -25
C[C@H]1CN([C@@H](C)CO)C(=O)c2cccc(NC(=O)c3ccc(-c4nccs4)cc3)c2O[C@H]1CN(C)S(=O)(=O)c1cn(C)cn1 | 1 | -3
COc1ccc(NC(=O)N(C)C[C@H]2OCc3cn(nn3)CCCC(=O)N([C@@H](C)CO)C[C@@H]2C)cc1 | . | -23
C[C@@H]1CCCCO[C@@H](CN(C)C(=O)Nc2ccc3c(c2)OCO3)[C@@H](C)CN([C@H](C)CO)C(=O)c2cc(NC(=O)C3CCCCC3)ccc2O1 | 6 | -2
COc1ccc(NC(=O)Nc2ccc3c(c2)CC(=O)N([C@@H](C)CO)C[C@H](C)[C@H](CN(C)C(=O)Nc2ccccc2)O3)cc1 | -1 | -11
COc1ccc(NC(=O)Nc2cccc3c2O[C@H](CN(C)C(=O)Nc2ccc4c(c2)OCO4)[C@H](C)CN([C@@H](C)CO)C3=O)cc1 | 8 | -7
COc1ccc(NC(=O)N(C)C[C@@H]2Oc3ccc(NC(=O)NC(C)C)cc3CC(=O)N([C@H](C)CO)C[C@@H]2C)cc1 | -4 | -18
Cc1ccc(CN(C)C[C@@H]2OCc3cn(nn3)CCCC(=O)N([C@H](C)CO)C[C@@H]2C)cc1 | . | -21
C[C@@H]1CN([C@H](C)CO)C(=O)Cc2cc(NS(=O)(=O)c3ccccc3)ccc2O[C@H]1CN(C)Cc1ccc(C(F)(F)F)cc1 | -6 | 11
C[C@@H]1CN([C@@H](C)CO)C(=O)c2cccc(NC(=O)c3cnccn3)c2O[C@@H]1CN(C)S(=O)(=O)c1ccc(F)cc1 | -6 | 5
C[C@@H]1CCCCO[C@H](CN(C)C(=O)Nc2ccccc2)[C@@H](C)CN([C@H](C)CO)C(=O)c2cc(NS(=O)(=O)c3ccc(Cl)cc3)ccc2O1 | -2 | 12

Exported as a markdown table: part of the list above.
| SMILES | INS-1E rescue | T cruzi intra |
| --- | --- | --- |
| COc1ccc(NC(=O)N(C)C[C@@H]2Oc3ccc(NC(=O)NC(C)C)cc3CC(=O)N([C@H](C)CO)C[C@@H]2C)cc1 | -4 | -18 |
| Cc1ccc(CN(C)C[C@@H]2OCc3cn(nn3)CCCC(=O)N([C@H](C)CO)C[C@@H]2C)cc1 | . | -21 |
| C[C@@H]1CN([C@H](C)CO)C(=O)Cc2cc(NS(=O)(=O)c3ccccc3)ccc2O[C@H]1CN(C)Cc1ccc(C(F)(F)F)cc1 | -6 | 11 |

(cont.)
SMILES | INS-1E rescue | T cruzi intra
CC(C)NC(=O)N(C)C[C@@H]1Oc2ccc(NC(=O)Nc3ccc(C(F)(F)F)cc3)cc2C(=O)N([C@H](C)CO)C[C@@H]1C | -3 | -9
COc1ccc(NC(=O)N(C)C[C@H]2Oc3c(NC(=O)C4CCCCC4)cccc3C(=O)N([C@H](C)CO)C[C@@H]2C)cc1 | -2 | 49
CC(C)NC(=O)N(C)C[C@@H]1Oc2c(NC(=O)C3CCOCC3)cccc2C(=O)N([C@H](C)CO)C[C@H]1C | 4 | -30
C[C@H]1CN([C@@H](C)CO)C(=O)c2cc(NS(=O)(=O)c3cn(C)cn3)ccc2O[C@@H]1CN(C)S(=O)(=O)c1ccccc1 | 7 | 4
C[C@@H]1CN([C@@H](C)CO)C(=O)c2cc(NC(=O)Nc3ccc(F)cc3)ccc2O[C@@H]1CN(C)Cc1ccc(Oc2ccccc2)cc1 | -50 | 28
C[C@H](CO)N1C[C@H](C)[C@H](CN(C)C(=O)c2ccc(N3CCN(C)CC3)cc2)OCc2cnnn2CCCC1=O | . | 6
C[C@@H]1CN([C@@H](C)CO)C(=O)c2cc(NS(C)(=O)=O)ccc2O[C@H]1CN(C)Cc1ccc2c(c1)OCO2 | 2 | -4
C[C@H]1CN([C@@H](C)CO)C(=O)c2cc(NS(C)(=O)=O)ccc2O[C@@H]1CN(C)C(=O)Nc1ccc(F)cc1 | -2 | -20
C[C@H](CO)N1C[C@H](C)[C@H](CN(C)C(=O)Nc2ccc(C(F)(F)F)cc2)Oc2ccc(NC(=O)Nc3ccc(C(F)(F)F)cc3)cc2CC1=O | -80 | ?
C[C@H](CO)N1C[C@H](C)[C@@H](CN(C)C)Oc2ccc(NC(=O)Nc3ccc4c(c3)OCO4)cc2C1=O | 4 | -16
C[C@H]1CN([C@@H](C)CO)C(=O)Cc2cc(NC(=O)CCCCCC(=O)Nc3ccccc3N)ccc2O[C@@H]1CN(C)Cc1ccc(Cl)c(Cl)c1 | -2 | -2
C[C@H](CO)N1C[C@H](C)[C@H](CN(C)Cc2ccccc2)Oc2ccc(NS(=O)(=O)c3ccc(Cl)cc3)cc2CC1=O | 18 | -25
C[C@H](CO)N1C[C@H](C)[C@@H](CN(C)C(=O)Nc2ccccc2)OCc2cn(nn2)CCCC1=O | . | -44
C[C@@H]1CN([C@H](C)CO)C(=O)Cc2cc(NC(=O)NC3CCCCC3)ccc2O[C@H]1CN(C)C(=O)Nc1cccc2ccccc12 | -1 | 2
C[C@H]1CN([C@@H](C)CO)C(=O)c2cccc(NS(=O)(=O)c3cccs3)c2O[C@@H]1CN(C)Cc1ccccc1 | -1 | -4
COc1ccc(S(=O)(=O)Nc2ccc3c(c2)C(=O)N([C@@H](C)CO)C[C@H](C)[C@@H](CN(C)S(C)(=O)=O)O3)cc1 | -1 | -7
Cc1noc(C)c1NC(=O)Nc1ccc2c(c1)CC(=O)N([C@@H](C)CO)C[C@@H](C)[C@@H](CN(C)C(=O)NC1CCCCC1)O2 | -3 | -11
C[C@@H]1CN([C@H](C)CO)C(=O)Cc2cc(NS(=O)(=O)c3ccc(Cl)cc3)ccc2O[C@@H]1CN(C)S(=O)(=O)c1ccc(F)cc1 | 3 | 67*
C[C@@H]1CN([C@H](C)CO)C(=O)Cc2cc(NC(=O)Nc3ccc(F)cc3)ccc2O[C@H]1CN(C)S(=O)(=O)c1ccc(Cl)cc1 | 3 | -8
C[C@@H]1CN([C@H](C)CO)C(=O)c2cccc(NC(=O)c3cnccn3)c2O[C@@H]1CN(C)C(=O)Nc1ccc2c(c1)OCO2 | 7 | -28
C[C@H]1CN([C@@H](C)CO)C(=O)Cc2cc(NS(C)(=O)=O)ccc2O[C@H]1CN(C)S(=O)(=O)c1cn(C)cn1 | 4 | -13
CNC[C@@H]1Oc2c(NC(=O)C3CCOCC3)cccc2C(=O)N([C@@H](C)CO)C[C@H]1C | 13 | -19
CNC[C@H]1Oc2ccc(NC(=O)Nc3ccc(C(F)(F)F)cc3)cc2C(=O)N([C@H](C)CO)C[C@@H]1C | -7 | -22
C[C@@H]1CN([C@H](C)CO)C(=O)c2cccc(NC(=O)Nc3ccccc3)c2O[C@H]1CN(C)C(=O)Nc1cccc2ccccc12 | 6 | -5
C[C@@H]1CN([C@@H](C)CO)C(=O)c2cccc(NS(=O)(=O)c3ccc(F)cc3)c2O[C@H]1CN(C)C(=O)Nc1ccccc1 | 7 | 1
C[C@@H]1CN([C@@H](C)CO)C(=O)c2cc(NC(=O)CCCCCC(=O)Nc3ccccc3N)ccc2O[C@@H]1CN(C)Cc1ccncc1 | 16 | -32
C[C@@H]1CN([C@@H](C)CO)C(=O)Cc2cc(NC(=O)Nc3ccccc3)ccc2O[C@@H]1CN(C)C(=O)Nc1cccc2ccccc12 | -5 | -1
C[C@@H]1CCCCO[C@H](CN(C)Cc2ccc(C(=O)Nc3ccccc3N)cc2)[C@@H](C)CN([C@H](C)CO)C(=O)c2cc(NS(=O)(=O)c3ccc(F)cc3)ccc2O1 | 12 | 39
C[C@H]1CN([C@@H](C)CO)C(=O)c2cccc(NS(=O)(=O)c3cn(C)cn3)c2O[C@H]1CN(C)Cc1ccc(C(=O)O)cc1 | 0 | -31
Cc1noc(C)c1S(=O)(=O)Nc1cccc2c1O[C@@H](CN(C)Cc1ccc3c(c1)OCO3)[C@@H](C)CN([C@H](C)CO)C2=O | 0 | 10

4 entries picked at random from those above:
SMILES | INS-1E rescue | T cruzi intra
C[C@H]1CN([C@@H](C)CO)C(=O)c2cccc(NS(=O)(=O)c3cn(C)cn3)c2O[C@H]1CN(C)Cc1ccc(C(=O)O)cc1 | 0 | -31
C[C@@H]1CN([C@@H](C)CO)C(=O)c2cc(NC(=O)CCCCCC(=O)Nc3ccccc3N)ccc2O[C@@H]1CN(C)Cc1ccncc1 | 16 | -32
CNC[C@H]1Oc2ccc(NC(=O)Nc3ccc(C(F)(F)F)cc3)cc2C(=O)N([C@H](C)CO)C[C@@H]1C | -7 | -22
CNC[C@@H]1Oc2c(NC(=O)C3CCOCC3)cccc2C(=O)N([C@@H](C)CO)C[C@H]1C | 13 | -19

Remaining list, next part:
SMILES | INS-1E rescue | T cruzi intra
CC(C)NC(=O)N(C)C[C@H]1OCCCC[C@@H](C)Oc2ccc(NC(=O)Nc3ccc(C(F)(F)F)cc3)cc2C(=O)N([C@H](C)CO)C[C@@H]1C | -14 | 23
COc1ccc(S(=O)(=O)N(C)C[C@H]2Oc3c(NC(=O)c4ccc(-c5nccs5)cc4)cccc3C(=O)N([C@@H](C)CO)C[C@@H]2C)cc1 | 4 | 18
COc1ccc(NC(=O)Nc2ccc3c(c2)C(=O)N([C@@H](C)CO)C[C@@H](C)[C@@H](CN(C)C(=O)NC2CCCCC2)O3)cc1 | 7 | 12
COc1ccc(NC(=O)N(C)C[C@@H]2Oc3ccc(NC(=O)Cn4cnnn4)cc3CC(=O)N([C@H](C)CO)C[C@H]2C)cc1 | -2 | 4
C[C@@H]1CN([C@@H](C)CO)C(=O)Cc2cc(NC(=O)Cc3ccccc3)ccc2O[C@@H]1CN(C)S(=O)(=O)c1cn(C)cn1 | 15 | -47
C[C@@H]1CN([C@@H](C)CO)C(=O)Cc2cc(NS(=O)(=O)c3cccs3)ccc2O[C@@H]1CN(C)Cc1ccccc1 | 1 | 5
C[C@@H]1CCCCO[C@H](CN(C)S(=O)(=O)c2cn(C)cn2)[C@@H](C)CN([C@H](C)CO)C(=O)c2cc(NC(=O)NC3CCCCC3)ccc2O1 | 7 | -34
